Screening data from PubChem BioAssay.
DNA FID counter = counter-screen for HCV NS3 helicase inhibitors: DNA intercalator displacement; DNA fluorescent intercalator displacement, fluorescence; inhibition, % at 7.9 µM; 0.17% of 290,000 active; AID 1845; in the data active = inhibition above about 37%;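 note: 0% = vehicle and 100% = reference compound; higher means more ethidium bromide displaced from hairpin DNA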
PHOSPHO1 inh = blocks human PHOSPHO1 phosphatase activity | recombinant PHOSPHO1, absorbance phosphatase assay | inhibition, % at 13.3 µM | 1.1% of 290,000 active | AID 1565; in the data active = inhibition above about 60%
GalR3 antag = human GalR3 antagonism. O60755. AID 651719. HEK293 GalR3-CNG cAMP membrane potential fluorescence; galR3 body fused to GalR1 C-terminus. inhibition, % at 3 µM. 0.44% of 360,000 active;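 active = inhibition above the screen-wide average plus 3 SD, cut at about 13% in these data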;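 note: forskolin and galanin both at EC90 stimulate the cells; cAMP rise reported by CNG channel membrane potential dye signal; 0% = forskolin plus galanin with DMSO and 100% = forskolin alone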
Target sequence (O60755 1-299 limits assumed): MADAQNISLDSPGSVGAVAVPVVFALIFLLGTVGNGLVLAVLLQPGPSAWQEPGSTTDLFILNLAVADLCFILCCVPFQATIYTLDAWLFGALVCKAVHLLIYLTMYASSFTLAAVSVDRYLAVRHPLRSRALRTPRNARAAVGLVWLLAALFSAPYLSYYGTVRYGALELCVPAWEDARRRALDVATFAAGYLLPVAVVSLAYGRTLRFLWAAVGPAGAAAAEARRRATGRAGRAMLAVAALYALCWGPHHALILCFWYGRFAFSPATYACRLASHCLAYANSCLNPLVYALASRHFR
GPR7 antag = human neuropeptides B/W receptor 1 antagonism | GPR7-expressing cells, fluorescence antagonist assay | inhibition, % at 4.4 µM | P48145 | 1.1% of 290,000 active; in the data active = inhibition above about 16%, passing the limit was not always enough;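 note: cells stimulated with the agonist NPW; 0% = agonist with vehicle and 100% = vehicle without agonist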
Target sequence (P48145 whole entry, looked up): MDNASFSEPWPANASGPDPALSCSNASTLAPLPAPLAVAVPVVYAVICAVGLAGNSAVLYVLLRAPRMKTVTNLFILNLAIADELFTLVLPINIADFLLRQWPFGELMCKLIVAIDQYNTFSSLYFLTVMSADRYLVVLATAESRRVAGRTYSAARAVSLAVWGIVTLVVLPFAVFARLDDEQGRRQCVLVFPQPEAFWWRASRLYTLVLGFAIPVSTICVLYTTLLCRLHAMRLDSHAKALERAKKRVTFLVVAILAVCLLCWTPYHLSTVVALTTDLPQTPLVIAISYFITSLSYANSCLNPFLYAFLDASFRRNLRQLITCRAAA
OXTR ag = human OXTR agonism | P30559 | AID 2435 | 0.32% of 320,000 active | CHO-OTR cells, Fluo-8 calcium fluorescence; normalized: DMSO 0%, oxytocin 100% | activation, % at 3 µM;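 active = activation above the mean of all tested compounds plus 3 SD, cutoff set per screening run, cut at about 20% in these data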;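 note: peak over basal fluorescence ratio from a 100 s FLIPR kinetic read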
HCV NS3 hel inh = blocks Hepatitis C virus NS3 helicase unwinding; NS3 helicase DNA unwinding, Cy5 molecular beacon fluorescence; inhibition, % at 10.9 µM; 0.56% of 290,000 active;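 active = inhibition above the mean of all tested compounds plus 3 SD, set per campaign, cut at about 35% in these data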;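 note: 0% = DMSO wells and 100% = thioflavine S control wells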
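Control set: DMSO versus 110 µM thioflavine S; Material: NS3 helicase fragment of HCV; Measured by: Cy5 fluorescence at 0 and 60 min, beacon hairpin quenching; Read-out basis: percent inhibition from t60/t0 fluorescence ratio; Times: reaction time 60 min, 25 °C; Repeats: single replicate; Compound dosing: single dose, 10.9 µM nominal final, DMSO 0.8% final.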
V1aR counter = V1a receptor agonism, counter-screen for OXTR agonists; P37288; 0.25% of 320,000 active; CHO-V1R cells, Fluo-8 calcium fluorescence, agonist mode; 0% DMSO, 100% 3 nM vasopressin; AID 2797; activation, % at 3 µM;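 active = activation above the mean activation of all tested compounds plus 3 SD, per screening run, cut at about 20% in these data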;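 note: signal is peak over basal fluorescence ratio across a 100 second FLIPR read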
Target sequence (P37288 whole entry, looked up): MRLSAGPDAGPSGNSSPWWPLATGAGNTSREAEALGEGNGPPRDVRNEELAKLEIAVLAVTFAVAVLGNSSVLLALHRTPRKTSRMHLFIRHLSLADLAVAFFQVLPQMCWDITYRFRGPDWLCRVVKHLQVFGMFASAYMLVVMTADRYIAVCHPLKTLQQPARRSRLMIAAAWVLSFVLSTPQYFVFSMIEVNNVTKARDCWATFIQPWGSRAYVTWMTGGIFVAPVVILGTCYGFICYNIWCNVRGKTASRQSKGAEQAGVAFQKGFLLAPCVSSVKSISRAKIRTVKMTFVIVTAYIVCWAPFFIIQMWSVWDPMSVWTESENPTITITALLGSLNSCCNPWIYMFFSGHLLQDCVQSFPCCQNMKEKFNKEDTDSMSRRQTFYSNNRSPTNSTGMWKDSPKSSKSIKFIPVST
IMP-1 inh = inhibitors of Pseudomonas aeruginosa IMP-1 metallo-beta-lactamase; purified IMP-1, nitrocefin hydrolysis, epi-absorbance fluorescence; inhibition, % at 5.6 µM; 0.45% of 290,000 active; AID 1556;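 active = inhibition above the mean plus 3 SD of all compounds in the same screening run, cut at about 4.5% in these data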;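 note: 0% = IMP-1 with DMSO and 100% = DMSO wells lacking enzyme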
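Material – recombinant IMP-1 enzyme, purified · Amount – IMP-1 0.2 nM before substrate addition · Medium – HEPES buffer pH 7.1 with ZnSO4 and Brij 35 · Timing – 25 °C, 15 min preincubation, 25 min reaction · Measured by – plate fluorescence quenching by hydrolysis product, ex 480/em 530 nm · Read-out – percent enzyme inhibition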
VIM-2 inhibitor = inhibitors of Pseudomonas aeruginosa VIM-2 metallo-beta-lactamase. 0.89% of 290,000 active. purified VIM-2, nitrocefin hydrolysis, epi-absorbance fluorescence. inhibition, % at 5.6 µM;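 active = inhibition above the mean of all tested compounds plus 3 SD, cutoff set per screening run, cut at about 7.5% in these data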;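 note: red hydrolysis product quenches plate fluorescence so inhibitors raise well fluorescence; 0% = enzyme with DMSO and 100% = DMSO without enzyme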
* marks the source's active call; other numbers are inactive results; . = no result given; & = joins results of further samples; ! = not active in a repeat.

SMILES | DNA FID counter | PHOSPHO1 inh | GalR3 antag | GPR7 antag | OXTR ag | HCV NS3 hel inh | V1aR counter | IMP-1 inh | VIM-2 inhibitor
COc1ccc(-c2nc(N)nc(C(F)(F)F)c2-c2csc(C)n2)c(O)c1 | -22 | 20 | 2 | -10 | -0.5 | -3 | 1.6 | -1.8 | -1.5
CN(C)c1nc(-c2cccnc2)nc(-c2ccccc2)c1C#N | -23 | . | -9 | -15 | . | -2 | . | -1.0 | 1.4
CCOc1ccc(NC(=O)c2cccs2)c([N+](=O)[O-])c1 | 7 | 45 | 4 | 0 | -1.0 | 4 | 1.2 | 0.0 | -3.0
CCOC(=O)c1c(C)[nH]c(C(=O)COC(=O)/C=C/c2ccc3c(c2)OCO3)c1C | -1 | -19 | -6 | -4 | -1.2 | 5 | -0.9 | -3.5 | -2.6
CCCSc1nsc(SCCC)c1C#N | -1 | -5 | -2 | -4 | -1.2 | 2 | 0.4 | -2.3 | 0.8
CCC(CO)NCc1ccc(-c2ccccc2)cc1 (stereo unspecified) | 7 | 4 | 0 | 8 | 3.5 | -9 | 2.5 | -0.8 | -0.9
Cn1c(SCC(=O)NNC(=O)c2ccccc2)nnc1C1CC1 | -7 | 28 | -6 | -4 | 1.1 | 0 | 0.2 | -3.0 | -2.2
CCc1ccc(-c2csc3ncn(CC)c(=O)c23)cc1 | -14 | 16 | -5 | -13 | -2.5 | 5 | -0.9 | -1.0 | -2.1
CCOC(=O)c1sc(=NC(=O)COc2ccc(Cl)cc2)n(C)c1C | 0 | 11 | -4 | -11 | -0.1 | 4 | 0.8 | -2.4 | -1.5
COc1ccccc1-c1cc(C(=O)N/N=C/c2ccc(C)o2)c2ccccc2n1 | -25 | . | 1 | -10 | . | 8 | . | -2.6 | -5.8
COc1ccccc1CNC(=O)COc1cccnc1[N+](=O)[O-] | -4 | 19 | -7 | -20 | 0.2 | 2 | 0.8 | -1.1 | -3.1
CCc1nc(C)c(C(=O)N2CCCC(C(=O)Nc3cccc(-c4cccc(C)c4)c3)C2)o1 (stereo unspecified) | -29 | -5 | -3 | -1 | -0.9 | -24 | 2.0 | -0.9 | -0.4
CCn1ncc(CN2CCN(C(=O)Nc3ccccc3C(=O)OC)CC2)c1C | -10 | 18 | 0 | 2 | 0.6 | 5 | 0.9 | 1.3 | 2.4
CCOC(=O)c1sc2nc3c(SCCC(=O)O)cc(C(=O)c4cc(OC)ccc4O)cn3c(=O)c2c1C | -14 | -3 | -1 | -5 | . | 40* | . | -1.4 | -4.0
Nc1cc(N2CCCC2)ccc1[N+](=O)[O-] | -5 | 45 | 4 | -3 | 2.1 | 11 | 0.0 | -2.9 | -0.3
O=C(Cn1cc(CCO)nn1)N1CCNCC1 | 0 | 30 | -1 | 1 | 0.2 | 0 | 0.2 | -2.8 | -2.5
N#Cc1ccc(-c2ccc(OCC(=O)NCCc3ccccc3)cc2)cc1 | -5 | -16 | -2 | -10 | 5.3 | -7 | 5.1 | -1.9 | -0.7
Cc1ccc(Sc2c([N+](=O)[O-])ncn2C)cc1 | 1 | -12 | -3 | -12 | 0.6 | -4 | 1.0 | -1.9 | -2.0
O=C(Nc1ccc(Oc2ccccc2)nc1)C1CCCCN1Cc1cccc(OCCO)c1 (stereo unspecified) | -10 | 15 | -8 | -4 | 0.8 | -19 | 2.9 | -1.8 | -4.2
COc1ccc(CS(=O)(=O)CC(C)(O)c2ccccc2)cc1 (stereo unspecified) | -6 | 56 | -6 | -11 | -1.4 | -1 | -0.5 | -2.5 | -2.6
c1ccc2[nH]c(-c3ccnc4ccccc34)nc2c1 | 0&4 | 89*! | -4&-4 | -10&-9 | -0.2&0.2 | 1&6 | 3.0&-0.4 | -2.7&-0.9 | -1.9&0.9
Cc1ccc(C(=O)/C=C\NCc2ccccc2)cc1 | -21 | -6 | -4 | -8 | -1.2 | 7 | -0.7 | -1.7 | -0.4
O=C(CN1CCN(S(=O)(=O)c2ccccc2)CC1)Nc1ccccc1Cl | -32 | 24 | -3 | 6 | -0.1 | -8 | 1.0 | -1.8 | -2.0
COc1ccc(/C=N/NC(=O)Cn2cc(C(F)(F)F)ccc2=O)cc1 | -6 | 32 | 0 | 12 | 0.0 | 3 | 0.1 | -3.0 | -2.5
CCOC(=O)CC1COCCN1C(=O)c1ccc2oc(Cc3ccccc3)nc2c1 (stereo unspecified) | -39 | 36 | -3 | -2 | 0.4 | 1 | 8.3 | -1.4 | -2.6
CSc1nnc(-c2cc(Br)ccc2N=Cc2c(C)[nH]n(-c3ccccc3)c2=O)c(=O)[nH]1 | 2 | -59 | -2 | -8 | 0.2 | -7 | -0.9 | -1.1 | 0.8
Cc1nc(SCC(=O)Nc2cc(Cl)ccc2[N+](=O)[O-])nc(C)c1C | 3 | -17 | -1 | -6 | -1.7 | 3 | -0.7 | -4.1 | -0.3
CCOC(=O)N1CCN(C(=O)CSc2ccc3nnc(-c4cccnc4)n3n2)CC1 | -16 | 52 | -2 | -2 | 0.1 | 2 | 0.9 | -2.2 | -1.4
COc1cc2c(cc1OC)C(C)N(C(=S)NC(=O)c1ccccc1)CC2 (stereo unspecified) | -15 | 3 | -5 | -4 | 4.9 | 1 | 5.5 | -1.2 | -3.6
CC(=O)Nc1nc(Cn2nnc(-c3ccc4c(c3)OCO4)n2)nc(N(C)C)n1 | -3 | -3 | -9 | 1 | 0.2 | -3 | 0.5 | -3.2 | -3.3
CN(Cc1ccccc1)c1nc2c(c(=O)[nH]c(=O)n2C)n1CCOc1ccccc1 | -14 | 8 | -4 | -5 | -1.8 | 0 | -0.9 | 0.6 | -0.3
CCN(CC)CCNS(=O)(=O)c1ccc2[nH]cc(C(=O)O)c(=O)c2c1 | -2 | -19 | -5 | -6 | -0.1 | -1 | 0.9 | -0.9 | -2.1
COc1ccc(S(=O)(=O)N2CCN(Cc3cccc(OC)c3)CC2)cc1 | -18 | 35 | 2 | -13 | -1.7 | -4 | 1.1 | -2.8 | -1.8
O=C(CCS(=O)(=O)c1ccc(Br)cc1)NC1CCCC1 | -4 | 4 | . | -12 | 0.1 | 2 | 0.0 | -2.0 | -0.1
CCOCCCN(CCC#N)S(=O)(=O)c1ccc(S(=O)(=O)N2CCCC2)cc1 | 1 | -16 | -8 | -19 | 1.6 | -3 | 2.6 | -3.4 | -3.0
COc1ccccc1NC(=O)NCCCl | 2 | -38 | 1 | -10 | -0.1 | 6 | 0.9 | -4.2 | -1.2
Cc1ccnc(SCC(=O)O)n1 | 3 | -6 | -6 | -7 | 0.4 | 4 | 0.9 | -1.1 | -0.5
Cc1n[nH]c(C)c1CCC(=O)N/N=C/c1c[nH]c2ccccc12 | -18 | 18 | -2 | -3 | -0.1 | 21 | -1.6 | -4.2 | -3.1
Nc1nc(NC(=O)Cc2ccccc2)nn1-c1ccccc1 | -1 | 29 | -3 | 19 | 0.2 | -2 | 0.8 | 1.1 | -0.3
O=C(O)c1cccc(NC(=O)c2ccc3c(c2)C(=O)N(CC2CCCO2)C3=O)c1 (stereo unspecified) | -17 | 0 | -3 | 0 | 1.1 | 1 | 1.2 | -6.9 | -2.1
COc1ccc(/C=C2\CCc3ccccc3C2=O)cc1Cn1cccn1 | -29 | 13 | -4 | -4 | 1.4 | -1 | 4.0 | -3.7 | -5.6
Cc1cc(C)c(C(=O)CN2C(=O)NC3(CCCCCC3)C2=O)cc1C | -17 | 36 | -6 | -4 | -2.8 | -17 | -1.1 | -3.1 | -1.8
Cc1ccc(C(=O)Nc2ccc(Cl)cn2)cc1 | -4 | -8 | -5 | 11 | -1.5 | -3 | 0.2 | -3.8 | -3.8
O=C(Nc1ccc(Cl)cc1F)c1cc(S(=O)(=O)N2CCCCC2)ccc1F | 4 | 5 | 1 | -6 | -0.3 | 6 | 2.0 | -2.5 | -3.4
CCOC(=O)N1CCN(C(=O)c2ccc3c(=O)n(CCc4ccc(OC)c(OC)c4)c(=O)[nH]c3c2)CC1 | -50 | -20 | -7 | -7 | -1.6 | -1 | -0.6 | -2.2 | -0.1
CCOC(=O)Cn1c(=O)oc2ccc(C)cc21 | -1 | 32 | -1 | -14 | -0.3 | -5 | 0.0 | -2.8 | -1.0
Cn1c(N)c(C#N)c2c(c1=S)CSC(C)(C)C2 | 6 | 91* | -4 | 7 | 1.5 | -1 | 0.7 | 0.4 | -0.3
Cc1ccccc1C1c2[nH]c3ccccc3c2C[C@H]2C(=O)N(c3ccccc3C(=O)NCCCN3CCOCC3)C(=O)N12 (stereo partly specified) | 12 | 29 | -9 | 1 | 6.7 | -116 | 2.8 | -1.5 | -3.0
CC(NC(=O)c1ccccc1Br)c1nnc(SCC(=O)NC2CCCCC2)n1C (stereo unspecified) | -10 | 41 | -8 | 1 | 0.6 | 0 | -0.4 | 0.1 | -0.4
NS(=O)(=O)c1ccc(CCNc2nc(CN3CCCCC3)nc3sc4c(c23)CCC4)cc1 | 13 | 28 | -9 | -2 | 1.2 | -12 | 0.0 | -2.1 | 1.1
O=C(COc1ccc(S(=O)(=O)NC2CCCCC2)cc1Cl)NCc1ccc2c(c1)OCO2 | -29 | -29 | -6 | 4 | 0.9 | -14 | 1.9 | -0.7 | 0.1
COc1ccc(N(C(=O)Cc2cccs2)C(C(=O)NC2CCCCC2)c2cccn2C)cc1OC (stereo unspecified) | -48 | -23 | -8 | 4 | -1.9 | 8 | -1.1 | 4.1 | 3.0
O=C(NCCO)c1nc(NCCO)c2ccccc2n1 | -4 | 51 | -6 | -1 | 1.1 | 7 | 1.2 | -0.7 | -2.5
CC1Cc2ccccc2N1C(=O)C12CCC(C)(C(=O)C1)C2(C)C (stereo unspecified) | -13 | 55 | -5 | -4 | -2.6 | -3 | -0.9 | 0.5 | -1.0
CCCCSc1nnc(-c2c[nH]c3ccccc23)n1C | -10 | 25 | . | -3 | 2.7 | 3 | 4.4 | -0.2 | -0.2
CCCCN(CC)CCCNC(=O)CS(=O)(=O)Cc1nc(-c2cccc(OC)c2)oc1C | 17 | 0 | -5 | -6 | 0.8 | -72 | -1.1 | -2.6 | -1.4
COc1cccc(OCC(O)CN2CCc3ccccc3C2)c1 (stereo unspecified) | 18 | 33 | -12 | 2 | -0.3 | -8 | 0.4 | -1.7 | -2.1
O=C1c2cccc([N+](=O)[O-])c2C(=O)N1c1ccccc1 | 0 | 1 | -5 | -12 | 0.6 | 16 | 1.3 | -1.3 | 0.6
Cc1cccnc1NC(=O)c1sc2ccccc2c1Cl | -16 | 23 | -5 | -4 | -2.5 | 1 | -0.8 | -2.9 | -2.9
O=C(NNS(=O)(=O)c1ccc(F)cc1)c1cc(Cl)ccc1O | -6 | 36 | -9 | -19 | . | 10 | . | -4.7 | -2.6
